MsrA act: bovine methionine sulfoxide reductase A activation; AID 602163; purified bovine MsrA, absorbance read-out; 360,000 tested, 0.3% active; activation, % at 10.6 µM; in the data active = activation above about 7.5%;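 also: 0% = vehicle and 100% = reference activator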
Tb MetRS inh: blocks T. brucei methionyl-tRNA synthetase activity; 360,000 tested, 0.4% active; inhibition, % at 11.9 µM; AID 624268; purified T. brucei MetRS, ATP depletion, Kinase-Glo luminescence;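 active = inhibition above a per-plate cutoff of the control wells' mean inhibition plus 3 SD, cut at about 5.5% in these data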;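 also: 0% = DMSO wells median and 100% = median of wells with control inhibitor compound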
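Material – parasite MetRS enzyme · Medium – HEPES-MgCl2-KCl buffer plus DTT, spermine, BSA, pyrophosphatase · Reagent – ATP, methionine and E. coli bulk tRNA substrates · Times – 15 min enzyme-compound preincubation, 2 h reaction, 10 min detection, 25 °C · Measured by – luminescence of leftover ATP · Evaluation – percent inhibition relative to median high and low control wells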
MsrA inh: inhibitors of bovine MsrA. inhibition, % at 15.5 µM. AID 651718. 360,000 tested, 0.75% active. purified bovine MsrA, absorbance read-out; in the data active = inhibition above about 4.5%;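 also: 0% = vehicle wells with enzyme and 100% = reference inhibitor wells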
FAS-TE inh: FAS thioesterase (human) inhibition; P49327; recombinant FAS-TE, OMFH fluorogenic substrate, fluorescence endpoint; inhibition, % at 15 µM; 360,000 tested, 0.67% active;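 active = compounds whose normalised, plate-corrected inhibition of enzyme fluorescence in the single-dose primary screen is 50% or more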;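 also: 0% = DMSO with enzyme and 100% = substrate without enzyme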
SKN-1 inh: C. elegans SKN-1 inhibition; C. elegans VP596 Pgst-4::GFP/RFP ratio, acrylamide-induced, 24 h; inhibition, % at 21.8 µM; 360,000 tested, 0.49% active;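 active = interference check ratio from 0.5 to 1.5 plus GFP to RFP signal ratio inhibition reaching or exceeding a fixed threshold, cut at about 30% in these data, passing the limit was not always enough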; also: some compounds called inactive have numbers as strong as hits
MT1-MMP act inh: MT1-MMP (human) activation inhibition | 360,000 tested, 0.061% active | GFP/RFP ratio change, % at 20 µM | HT1080 RFP-PRO-GFP cells, GFP/RFP ratio fluorescence, overnight; percent of plate control window, DMSO zero | P50281;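 active = GFP/RFP ratio change of at least 30% with cell ATP level not reduced by more than half and red fluorescence within 50% of control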; also: strong numbers were not always called active
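Assay system – RFP-PRO-GFP reporter HT1080 cells · Compound dosing – single dose of 20 µM compound, 1% DMSO final · Incubation – overnight compound exposure at 37 °C · Measure – GFP/RFP fluorescence ratio · Benchmarks – DMSO wells and RFP-L50D-GFP cells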
CendR NRP1 mod: NRP-1/CendR interaction modulation; O14786; FAM-RPARPAR peptide binding to NRP-1, fluorescence polarization; inhibition, % at 25 µM; 360,000 tested, 0.85% active;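 active = inhibition or corrected inhibition above about 18%, plus a signal ratio from 0.5 to 1.5, limit read from the data, passing the limit was not always enough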; also: strong numbers were not always called active
MLLE-PAM2 inh: blocks PAM2 peptide binding to the PABP1 MLLE domain; inhibition, % at 20 µM; P11940; GST-MLLE / FITC-PAM2 fluorescence polarization; 360,000 tested, 0.36% active; in the data active = inhibition above about 35%, passing the limit was not always enough;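 also: plate controls were DMSO wells with GST-MLLE for no effect and wells lacking GST-MLLE protein for full effect; some results filed as inactive read as strong as hits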
Target sequence (P11940 whole entry, looked up, the tested form may be a part): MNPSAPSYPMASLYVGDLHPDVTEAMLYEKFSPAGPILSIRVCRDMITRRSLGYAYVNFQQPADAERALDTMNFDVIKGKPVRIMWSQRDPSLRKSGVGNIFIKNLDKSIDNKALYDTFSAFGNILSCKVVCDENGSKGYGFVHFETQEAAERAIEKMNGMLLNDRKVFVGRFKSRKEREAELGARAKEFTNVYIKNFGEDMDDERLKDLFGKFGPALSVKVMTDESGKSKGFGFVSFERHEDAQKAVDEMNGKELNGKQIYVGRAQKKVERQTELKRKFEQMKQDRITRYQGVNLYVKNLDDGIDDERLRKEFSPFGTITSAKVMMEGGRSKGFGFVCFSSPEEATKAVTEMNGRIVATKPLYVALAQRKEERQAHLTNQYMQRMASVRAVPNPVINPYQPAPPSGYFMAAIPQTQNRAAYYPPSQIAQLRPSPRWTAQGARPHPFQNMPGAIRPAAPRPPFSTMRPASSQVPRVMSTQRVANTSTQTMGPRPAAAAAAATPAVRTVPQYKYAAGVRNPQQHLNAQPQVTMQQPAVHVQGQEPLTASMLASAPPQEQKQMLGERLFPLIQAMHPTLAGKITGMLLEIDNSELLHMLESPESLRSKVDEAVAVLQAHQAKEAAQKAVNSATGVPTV
E coli Lon inh: E. coli protease La inhibition; purified E. coli Lon protease, fluorescence polarization; inhibition, % at 7.94 µM; 360,000 tested, 0.42% active; in the data active = inhibition above about 13%, passing the limit was not always enough;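 also: 0% = enzyme with probe and DMSO and 100% = no enzyme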
Active calls of the source: *; · = not tested or not shown. A portion of the library, so the mix of outcomes need not match the whole.

Screens in order – MsrA act | Tb MetRS inh | MsrA inh | FAS-TE inh | SKN-1 inh | MT1-MMP act inh | CendR NRP1 mod | MLLE-PAM2 inh | E coli Lon inh
- COc1ccccc1CC1/C(=N/O)C2CCN1CC2 (configuration not stated)
 : -2 | 0.1 | 0.7 | -6 | 15 | 3 | -4 | -9 | -8
- COc1ccc(S(=O)(=O)NC(CC(=O)N2CCC3(CC2)OCCO3)C(C)C)cc1 (configuration not stated)
 : -2 | -0.8 | -0.6 | -5 | 5 | 4 | 7 | 11 | -18
- CCN1CCN(C(=O)COc2ccc(S(=O)(=O)N(C)Cc3ccccc3)cc2)CC1
 : -6 | -0.5 | -0.1 | -7 | 5 | 0 | 4 | 2 | 6
- O=c1cccc2n1CC1CC2CN(C(c2ccccc2)c2sc3ncnn3c2O)C1 (configuration not stated)
 : -1 | 1.2 | -0.2 | -4 | 5 | 0 | 4 | 5 | 2
- CN1C(=O)N(C)C(=O)C2(Cc3cc(NC(=O)c4ccccc4)ccc3N3CCCC32)C1=O (configuration not stated)
 : -4 | -0.4 | -0.2 | -7 | 29 | -1 | -49 | -19 | -28
- Cc1cc(/C=C2\C(=O)NC(=O)N(c3ccc(Br)cc3)C2=O)c(C)n1C
 : -3 | 0.2 | -0.1 | -9 | 5 | -13 | -46 | -23 | -12
- Cc1c(C(=O)N2CCC3(CC2)OCCO3)sc2ncnc(N3CCN(c4ccccn4)CC3)c12
 : -3 | 0.1 | 0.4 | -6 | -1 | 1 | -3 | 1 | -6
- CCCC(=O)NC(Oc1ccccc1Cl)C(Cl)(Cl)Cl (configuration not stated)
 : -3 | -0.8 | -0.4 | 8 | 11 | 5 | 11 | 9 | -2
- COC(=O)C1=C(c2ccc3ccccc3c2)C[C@@H]2CC[C@H]1N2C(=O)N1CCC(O)CC1
 : -4 | -0.2 | · | -5 | -8 | 3 | -5 | 5 | -10
- O=C1NC(=O)C(=Cc2ccc3ccccc3c2)C(=O)N1
 : -4 | 0.8 | 0.9 | -4 | 4 | -3 | 6 | 28 | 7
- CC1(C)C(c2ccccc2)=NC(c2cccnc2)N1O (configuration not stated)
 : -1 | 0.0 | 0.1 | 0 | 8 | 2 | -4 | -3 | -9
- CC(C)(C)N1Cc2ccccc2C1=N
 : -2 | 0.1 | -0.5 | -3 | 2 | -5 | 7 | -15 | -6
- O=C(CNC(=O)OCc1ccccc1)Nc1ccc(Br)cc1C(=O)c1ccccc1
 : -5 | -0.8 | 0.7 | 24 | 15 | -5 | 2 | -7 | -4
- O=c1[nH]c(=O)n(Cc2ccco2)c(O)c1C=NC1CCN(Cc2ccccc2)CC1
 : -3 | 0.4 | -0.1 | -6 | 14 | 4 | -19 | -17 | -2
- COC(=O)C1=C(c2ccc(-c3ccccc3)c(F)c2)C[C@@H]2CC[C@H]1N2C(=O)NC1CC1
 : 0 | 0.0 | 0.2 | -2 | 21 | -1 | 0 | 2 | 1
- Fc1ccc(NC(=S)N2Cc3ccccc3-n3nncc3C2)cc1
 : 0 | -1.1 | -0.7 | -3 | -9 | -1 | -17 | -95 | 5
- O=C1NC(=O)C(=Cc2ccsc2)C(=O)N1
 : -1 | -1.2 | 0.2 | -3 | 1 | -1 | -2 | 14 | -15
- CC(C)(C)n1cc(C(=O)c2ccccc2OCCCF)cn1
 : -3 | -0.7 | 0.4 | 1 | -8 | -2 | -2 | -1 | -2
- COC(=O)C1=C(c2ccc(OCc3ccccc3)cc2)C[C@@H]2CC[C@H]1N2C(=O)NCCCCc1ccccc1
 : -1 | -0.7 | -0.9 | 28 | 2 | -16 | -3 | 12 | -9
- Cc1ccc2c(c1)C1C[N+](C)(CC(=O)c3ccc(Cl)cc3Cl)CCC1N2C(=O)c1ccc(F)cc1 (configuration not stated)
 : -1 | 1.0 | -0.1 | 8 | 1 | -4 | 8 | -59 | 2
- CCCCCn1c(=O)c(C(=O)Nc2ccccc2)c(O)c2ccccc21
 : 0 | -0.3 | -0.3 | 31 | 11 | 0 | 5 | 15 | 3
- CCC(C(=O)N1CCC2(CC1)OCCO2)n1c2ccccc2c2nc(=O)cc(C)n21 (configuration not stated)
 : -10 | -1.2 | 2.9 | -3 | -19 | -3 | 8 | -1 | 7
- Nc1ccc([N+](=O)[O-])cc1
 : -9 | -0.7 | 1.8 | -2 | 1 | 1 | -10 | 5 | 7
- C#CC[N+]1(C)[C@@H]2CC[C@H]1CC(OC(=O)C(CO)c1ccccc1)C2 (some centres not stated)
 : 0 | 0.5 | -2.0 | -6 | -6 | 1 | -1 | -20 | 0
- CCCCn1nnnc1C(C1CC1)N1CCC(n2c(=O)[nH]c3ccccc32)CC1 (configuration not stated)
 : -6 | -1.3 | -1.3 | 0 | 13 | -2 | 5 | 9 | -9
- O=C(C1CCN(S(=O)(=O)N2CCOCC2)CC1)N1CCC2(CC1)OCCO2
 : -1 | 0.0 | 0.8 | -5 | 16 | 4 | -4 | 18 | 16
- COC(=O)C1=C(c2cc3ccccc3s2)C[C@@H]2CC[C@H]1N2C(=O)NCC1CC1
 : -8 | -0.6 | -0.6 | 23 | -13 | 2 | 2 | -11 | -5
- CCCCCSc1cc(O)c(C(CNC)C(C)C)cc1OC (configuration not stated)
 : 1 | -0.7 | -0.7 | -12 | 10 | 3 | -2 | -4 | 6
- O=C(N/N=C/c1c(O)n(Cc2ccc(F)cc2)c(=S)[nH]c1=O)c1ccncc1
 : -2 | -0.2 | 1.5 | 15 | 2 | 5 | -24 | -100 | -7
- Cc1cccc(NC(=S)N2CC3CC(C2)c2cccc(=O)n2C3)c1C (configuration not stated)
 : -3 | -0.1 | -0.9 | -13 | 7 | 2 | -3 | 1 | 1
- C[C@]12CC[C@@H](O)CC1=CCC1C2CC[C@@]2(C)C1C[C@@H](F)[C@@H]2O (some centres not stated)
 : -2 | -0.4 | 1.3 | -4 | -5 | -1 | -4 | 3 | -19
- COP(=O)(NS(=O)(=O)c1ccccc1)OC
 : -3 | 0.1 | -0.1 | -8 | 7 | 4 | 19 | -3 | 4
- O=[N+]([O-])c1cccc(CN2CC=C(c3ccc(F)cc3)CC2)c1
 : -1 | -0.6 | 1.0 | 57* | 14 | 0 | -1 | 15 | 11
- c1ccc(C2NCc3ccccc3-n3cccc32)cc1 (configuration not stated)
 : -7 | -0.1 | 0.3 | 0 | 4 | -4 | 10 | 6 | -6
- Oc1c(Cl)cccc1Cc1cc(Cl)cc(Cl)c1O
 : -2 | 0.1 | -1.1 | 0 | 6 | 5 | 1 | 8 | -2
- COC(=O)C1=C(c2ccc3ccccc3c2)C[C@@H]2CC[C@H]1N2C
 : -12 | -0.3 | -0.7 | -4 | -4 | -1 | -8 | 2 | 7
- CCc1c(C)nc(N)nc1N1N=C1SCC(=O)OC
 : -2 | 0.3 | -0.2 | -5 | 6 | -1 | -7 | -6 | -15
- COc1ccc(-n2nnnc2C(c2cc3ccccc3o2)N2CCC(n3c(=O)[nH]c4ccccc43)CC2)cc1 (configuration not stated)
 : -7 | -0.7 | 0.9 | 40 | 5 | 16 | 1 | -5 | -11
- COc1cccc(CN2CCNCC2)c1
 : 1 | -1.7 | 1.4 | -7 | 2 | 0 | 9 | 7 | -6
- CN1C2CCC1CC(OC(=O)CCN1CCCC1)C2 (configuration not stated)
 : -13 | -2.1 | -0.4 | -13 | 1 | 0 | 1 | -9 | -8
- COc1ccc2c(c1)NP(=S)(c1ccccc1)N2 (configuration not stated)
 : -1 | 0.4 | -0.7 | -6 | 10 | -2 | 11 | 36 | -6
- CCOC(=O)Cn1cc(C=C2C(=O)N(C)C(=O)N(C)C2=O)c2ccccc21
 : -9 | -1.5 | -0.2 | -3 | -10 | -1 | 146 | 149 | -19
- Cc1cccc(N=Cc2c(O)n(C)c(=O)n(C)c2=O)c1
 : -8 | -0.6 | 3.4 | -6 | -10 | -1 | 5 | 6 | -1
- CNS(=O)(=O)c1ccc(N=Cc2c(O)n(-c3ccc(C)cc3)c(=O)[nH]c2=O)cc1
 : -7 | -0.9 | 1.7 | -5 | -8 | -87 | -10 | -34 | -49
- O=c1[nH]c(O)c(N=Nc2cc(C(F)(F)F)ccc2Cl)c(=O)[nH]1
 : -1 | -0.2 | 2.5 | -4 | -17 | 2 | 6 | 8 | -2
- Cc1ccc(S(=O)(=O)N2CC2(C)CCl)cc1 (configuration not stated)
 : -8 | -0.9 | -1.5 | -1 | 6 | -2 | 5 | -9 | 9
- CC#CP(=O)(OCC)C(O)(c1ccccc1)C(F)(F)F (configuration not stated)
 : -3 | -0.8 | 0.6 | -4 | 18 | 3 | 17 | 20 | -15
- CCN(CC)c1ccc(N=Cc2c(O)n(CCC3=CCCCC3)c(=O)[nH]c2=O)cc1
 : -10 | -1.2 | 0.5 | -91 | -29 | -212 | 137 | -66 | -16
- CCn1c(C)cc(/C=C2\C(=O)NC(=O)N(c3ccccc3C)C2=O)c1C
 : -7 | -0.2 | -0.3 | -12 | 7 | 0 | 2 | 7 | 6
- CCOc1ccc(N2C(=O)/C(=C/c3ccco3)C(=O)NC2=S)cc1
 : -10 | -0.2 | · | 30 | 4 | -1 | -40 | -6 | -21
- Cc1ccc(-n2c(=O)[nH]c3ccccc3c2=O)cc1[N+](=O)[O-]
 : -9 | -1.2 | · | 11 | -5 | -2 | 2 | -7 | 4
- COc1ccc(CCn2c(O)c(C=Nc3ccc(F)cc3)c(=O)[nH]c2=O)cc1OC
 : -1 | -0.2 | 0.0 | -12 | 12 | -11 | 2 | -35 | -10
- CCCN1CC(C)C(OC(C)=O)(c2ccccc2)CC1C (configuration not stated)
 : -1 | -0.4 | -0.7 | -4 | 9 | -2 | -1 | -10 | -8
- C[C@@]1([C@@H](NP(=O)(c2ccccc2)c2ccccc2)c2ccccc2)C[C@H]1CCO
 : -2 | -0.2 | -1.4 | 22 | 19 | 0 | 3 | -50 | -3
- N=C1c2ccccc2CN1c1ncccn1
 : -11 | -1.6 | 0.4 | -9 | -4 | 4 | 1 | 2 | -7

Compounds above containing an aryl methoxy group, in the order listed:
Screens in order – MsrA act | Tb MetRS inh | MsrA inh | FAS-TE inh | SKN-1 inh | MT1-MMP act inh | CendR NRP1 mod | MLLE-PAM2 inh | E coli Lon inh
- COc1ccccc1CC1/C(=N/O)C2CCN1CC2 (configuration not stated)
 : -2 | 0.1 | 0.7 | -6 | 15 | 3 | -4 | -9 | -8
- COc1ccc(S(=O)(=O)NC(CC(=O)N2CCC3(CC2)OCCO3)C(C)C)cc1 (configuration not stated)
 : -2 | -0.8 | -0.6 | -5 | 5 | 4 | 7 | 11 | -18
- CCCCCSc1cc(O)c(C(CNC)C(C)C)cc1OC (configuration not stated)
 : 1 | -0.7 | -0.7 | -12 | 10 | 3 | -2 | -4 | 6
- COc1ccc(-n2nnnc2C(c2cc3ccccc3o2)N2CCC(n3c(=O)[nH]c4ccccc43)CC2)cc1 (configuration not stated)
 : -7 | -0.7 | 0.9 | 40 | 5 | 16 | 1 | -5 | -11
- COc1cccc(CN2CCNCC2)c1
 : 1 | -1.7 | 1.4 | -7 | 2 | 0 | 9 | 7 | -6
- COc1ccc2c(c1)NP(=S)(c1ccccc1)N2 (configuration not stated)
 : -1 | 0.4 | -0.7 | -6 | 10 | -2 | 11 | 36 | -6
- COc1ccc(CCn2c(O)c(C=Nc3ccc(F)cc3)c(=O)[nH]c2=O)cc1OC
 : -1 | -0.2 | 0.0 | -12 | 12 | -11 | 2 | -35 | -10

Single values from above.
E coli Lon inh result of CNS(=O)(=O)c1ccc(N=Cc2c(O)n(-c3ccc(C)cc3)c(=O)[nH]c2=O)cc1 is entered as -49
MsrA act result of Cc1ccc(S(=O)(=O)N2CC2(C)CCl)cc1 (configuration not stated) is entered as -8
